Screening results from PubChem.
SIAH1 antagonists: Siah-1 peptide-binding antagonists, primary screen, biochemical, fluorescence polarization, rhodamine-plectin, uHTS (AID 1817) | E3 ubiquitin-protein ligase SIAH1 (Homo sapiens) | Siah-1 / rhodamine-plectin peptide fluorescence polarization; higher % means a stronger effect | one-dose displacement, % at 20 µM; IC50 in µM for titrated hits | 290,000 tested, 0.02% active;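 active means displacement of at least 50% at 20 µM, with a fluorescence ratio check between 0.3 and a set limit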;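 further: plate controls were Siah plus tracer with DMSO for no effect and tracer alone without Siah for full effect; strong numbers were not always called active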
WT yeast gro inh: growth inhibition of WT strain, primary screen, mitochondrial fusion inhibitor project, WT and mutant strains, chemical genetic. inhibition, % at 10 µM. AID 1362, 2008. mitochondrial fusion phenotypic screen. 190,000 tested, 2.1% active; in the data active means inhibition above about 58%; tested in S. cerevisiae
PhoP inhibition: inhibitors of PhoP regulon expression, primary screen, Salmonella Typhimurium, GFP reporter (AID 1863); S. Typhimurium PhoP-regulated promoter GFP reporter, 4 h; higher % means a stronger effect; inhibition, % at 50 µM; hits with a dose series show IC50 in µM; 300,000 tested, 0.16% active;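 active means inhibition over 29.93%, a cutoff 3 SD above the screen mean, later confirmed by dose response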;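 further: 0% = low Mg2+ inducing control and 100% = high Mg2+ repressing control; strong numbers were not always called active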
human PMI inhibitors: human PMI inhibitors, high substrate, primary screen, biochemical, fluorescence intensity, high mannose 6-phosphate (AID 1220); 190,000 tested, 0.66% active; recombinant PMI enzyme, coupled fluorescence intensity; higher % means a stronger effect; Mannose-6-phosphate isomerase (Homo sapiens); one-dose inhibition, % at 20 µM; IC50 in µM for titrated hits
human PMI inhibition: inhibitors of human PMI, primary screen, biochemical, fluorescence intensity, coupled assay (AID 1209); purified PMI enzyme, coupled fluorescence intensity; higher % means a stronger effect; Mannose-6-phosphate isomerase (Homo sapiens); 190,000 tested, 0.42% active; one-dose inhibition, % at 20 µM; IC50 in µM for titrated hits;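 further: plate controls were DMSO vehicle for no effect and wells lacking substrate for full effect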
TNAP activation fold: human TNAP enzyme activators, primary screen, biochemical, luminescent, no phosphate acceptor, uHTS (AID 1001). purified TNAP, luminescent activation assay, no phosphate acceptor; higher activation fold means a stronger effect. 200,000 tested, 0.03% active. Alkaline phosphatase, tissue-nonspecific isozyme (Homo sapiens). one-dose activation fold at 20 µM; EC50 in µM for titrated hits; in the data active means activation fold from about 3, or a potency from the dose series; inactive means the rest, 99 in 100 with activation fold below about 1.6; further: many of its hits are not listed in these tables
Myeloid diff MLP: induction of myeloid progenitor differentiation, primary screen, cell-based, flow cytometry, MLPCN library; ER-HoxA9 myeloid progenitors, lysozyme-GFP differentiation; AID 624256, 2012; calls only at 10 µM; 360,000 tested, 1% active;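 active means normalized GFP-positive differentiation at or above the plate's own cutoff, the solvent-only control mean plus 3 SD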;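 further: cells exposed to compound for four days before flow analysis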
XIAP antagonists: XIAP antagonists, biochemical, IAP family, fluorescence polarization (AID 1018); E3 ubiquitin-protein ligase XIAP (Homo sapiens); XIAP BIR domain, fluorescence polarization peptide displacement; higher % means a stronger effect; displacement, % at 20 µM, or IC50 in µM where a hit was titrated; 200,000 tested, 0.007% active; in the data active means displacement above about 50%; further: a part of the inactive calls stands beside numbers as strong as those of hits
RSV antiviral HEp-2: RSV antiviral activity via CPE protection, HEp-2 cells, primary 10 µM value included (AID 2391) | one-dose CPE inhibition, % at 10 µM; IC50 in µM for titrated hits | HEp-2 cells, RSV-induced CPE inhibition; higher % means a stronger effect | 310,000 tested, 0.13% active; in the data active means a potency from the dose series; further: strong numbers were not always called active
WT yeast gro inh mutant strain: further read-out of WT yeast gro inh, marked with its call; inhibition, %; mitochondrial fusion phenotypic screen, mutant strain inhibition
Myeloid diff MLP GFP+ MAC1+ %: recorded beside Myeloid diff MLP, whose call it bears; GFP+ MAC1+ double positive, %; measured here: differentiation confirmed by MAC1 staining
Active calls of the source: *; i = inactive; . = not tested or not shown; + = active, no number. Unless noted, no stated cut-off is given here; in the data, active means inhibition above about 50%; inactive means the rest. Compounds were not picked by outcome; any-hit rate near 3.1%.

SMILES	SIAH1 antagonists	WT yeast gro inh	WT yeast gro inh mutant strain	PhoP inhibition	human PMI inhibitors	human PMI inhibition	TNAP activation fold	Myeloid diff MLP	Myeloid diff MLP GFP+ MAC1+ %	XIAP antagonists	RSV antiviral HEp-2
CN(C)c1ccccc1C(=O)N1CCCC(Nc2ccc(F)cc2)C1 (stereo unspecified)	1.9%	.	.	7.0%	.	.	.	i	2.4	.	4.6%
O=C(NCc1cccc(Cl)c1)N1CCN(S(=O)(=O)c2ccccc2F)CC1	5.0%	.	.	-0.7%	.	.	.	i	0.5	.	0.9%
O=C(Cc1csc(N2CCOCC2)n1)N/N=C/c1cccc(O)c1	1.9%	9.2	13.6	-1.6%	6.6%	3.3%	1.1	i	3.3	-5.3%	0.5%
O=C(c1ccccc1F)n1c2c(c3ccccc31)CCCC2	0.2%	.	.	8.2%	.	.	.	i	1.9	.	-0.4%
O=C(NCc1ccccc1)c1cccnc1	0.3%	.	.	9.1%	.	.	.	i	0.2	.	0.5%
CCCCn1c(SCC(=O)OC)nc2c1c(=O)n(C)c(=O)n2C	-0.5%	-12.3	-27.9	-7.2%	-5.4%	-7.4%	1	i	8.1	-2.4%	0.1%
Cc1ccc(C(C)(O)CS(=O)(=O)Cc2ccccc2Cl)cc1 (stereo unspecified)	-8.7%	.	.	-1.6%	.	.	.	i	0.6	.	0.9%
Cc1ccc(-c2nc3c(=O)n(-c4ccccc4)c4c(c(=O)n(C)c(=O)n4C)c3o2)cc1	-1.7%	.	.	17.6%	.	.	.	i	0.0	.	-1.1%
COc1ccccc1NC(=O)NS(=O)(=O)c1ccc(C)cc1	0.4%	-3.7	7.0	17.6%	1.2%	2.5%	1	i	0.6	-9.1%	-0.8%
CCN(Cc1ccccc1)C(=O)COC(=O)c1cc(S(=O)(=O)Nc2c(C)n(C)n(-c3ccccc3)c2=O)ccc1C	0.2%	-12.5	0.7	-14.1%	6.2%	-3.2%	1	i	1.1	-1.8%	0.3%
CCOc1ccc(NC(=O)C(CC(=O)O)Cc2ccc(Br)cc2)cc1 (stereo unspecified)	-0.4%	.	.	4.5%	.	.	.	i	0.3	.	2.1%
O=C(CSc1nc2ccccc2n1CC(=O)NCc1ccccc1)NCc1ccco1	0.1%	7.3	0.3	10.7%	2.0%	-11.9%	1.1	i	5.7	-2.7%	-0.1%
O=C(Nc1cccc(F)c1)c1cccc(S(=O)(=O)N2CCOCC2)c1	-1.2%	4.9	-7.3	1.1%	-7.9%	-5.1%	1.1	i	0.6	-10.7%	0.0%
Cc1c(CN2CCCC(CO)(Cc3cccc(Cl)c3)C2)cnn1C (stereo unspecified)	1.0%	-13.2	8.0	-1.8%	-4.1%	-3.0%	1.1	i	0.4	-7.4%	4.4%
CCN(CC)S(=O)(=O)c1cccc(NC(=O)C2SC(=Nc3ccc(C)cc3C)C(C(=O)NCC3CCCO3)=C2N)c1 (stereo unspecified)	1.9%	2.6	5.0	0.8%	-37.3%	-22.4%	1.1	i	1.2	-3.1%	11.9%
COc1cccc(C(=O)CN2C(=O)C(C)(C)Oc3ccc(C(=O)N4CCOCC4)cc32)c1	-0.1%	.	.	1.9%	.	.	.	i	0.4	.	0.0%
CCC1CCCCN1CC(=O)c1c(C)[nH]c2ccc(OC)cc12 (stereo unspecified)	-1.0%	.	.	-10.3%	.	.	.	i	0.7	.	1.3%
O=C(Cn1c(=O)c2cccn2c2ccccc21)NCCc1ccccc1	6.9%	.	.	0.6%	.	.	.	i	1.9	.	-0.1%
COCCN(C(=O)Cc1cccs1)c1nnc(-c2cccnc2)s1	6.3%	-0.9	1.9	-0.2%	-3.3%	-8.8%	1	i	2.5	-6.5%	0.9%
COc1ccc(CCNCc2ccc(OCC(=O)N3CCCCC3)c(OC)c2)cc1OC	-0.7%	-15.7	-16.9	-5.7%	-2.8%	-12.1%	1.1	i	0.2	-10.9%	0.8%
CC1(c2ccccc2)CC(C)(C)N(C(=O)c2cc([N+](=O)[O-])cc([N+](=O)[O-])c2)c2ccccc21 (stereo unspecified)	-3.9%	57.0	35.9	-17.0%	7.7%	14.2%	1.1	i	0.7	-0.6%	13.4%
O=C(CN1C(=O)c2ccccc2C1=O)NCC(=O)OCC(=O)c1ccc(Cl)cc1	0.7%	2.5	-4.0	3.0%	-0.1%	5.8%	1.1	i	0.7	-3.4%	2.7%
CCOC(=O)N1CCN(C(=O)CCc2ccc(S(=O)(=O)NCCc3ccccc3)cc2)CC1	-3.1%	-14.6	-28.1	-1.3%	-9.5%	-14.2%	1	i	0.8	-8.4%	0.2%
O=C(Cc1cccc2ccccc12)NNC(=O)c1cccs1	5.0%	-1.2	55.9	7.3%	-0.5%	13.9%	1.3	i	0.7	-3.5%	2.4%
Nc1nc(-c2ccc(Cl)cc2)cn1N	-5.9%	-18.4	-23.7	-11.7%	11.1%	5.1%	0.9	i	0.6	-24.4%	0.7%
CCS(=O)(=O)C1=NSC2=NC(=O)/C(=C\c3ccc(OC(=O)c4ccco4)c(OC)c3)C(=N)N21	-1.1%	.	.	-7.4%	.	.	.	i	1.8	.	1.9%
Cc1cc(=O)oc(C)c1C(=O)N1CCN(C(c2ccccc2)c2ccccc2)CC1	0.0%	-4.8	3.0	-10.9%	-4.7%	-13.0%	0.9	i	0.6	-4.6%	0.1%
N#Cc1cc2cc3c(cc2nc1N1CCOCC1)OCO3	0.1%	-2.0	-1.6	3.3%	-110.9%	-71.8%	1.2	i	1.1	0.1%	7.9%
CC(NC(=O)Cn1cccc1C(=O)c1ccccc1)c1ccc2c(c1)OCCO2 (stereo unspecified)	14.2%	5.3	9.7	-1.9%	0.3%	-2.0%	1.1	i	0.9	-3.8%	-0.7%
O=C(CSc1nnc(-c2ccc(O)cc2)o1)N1CCOCC1	-5.4%	13.3	1.5	2.1%	-15.9%	-6.4%	1	i	0.9	-4.4%	0.5%
COc1ccc(-c2[nH]ncc2CN(C)Cc2nonc2C)c(OC)c1	11.8%	1.5	-0.2	6.0%	-2.0%	7.8%	1	i	0.3	-2.0%	0.3%
O=c1c2c(-c3ccc([N+](=O)[O-])cc3)ccnc2[nH]n1-c1ccccc1	-1.5%	.	.	17.6%	.	.	.	i	1.0	.	0.2%
CCOC(=O)c1cc2n(n1)C(C(F)(F)C(F)(F)F)CC(C)N2 (stereo unspecified)	4.9%	-11.6	-7.9	-0.9%	10.8%	11.2%	1.1	i	1.3	-1.7%	1.4%
COc1cccc(C(=O)Nc2ccc3[nH]c(=O)[nH]c3c2)c1OC	0.6%	.	.	-4.7%	.	.	.	i	1.3	.	-2.2%
CCCCN1C[C@H](O)[C@@H](O)[C@H](O)[C@H]1CO	-2.7%	-8.6	-18.1	-0.1%	12.6%	9.2%	1.1	i	1.1	-12.3%	0.2%
O=C1c2cnc3nc(SCc4cccc(Cl)c4)nn3c2CC2c3ccccc3CCN12 (stereo unspecified)	-0.7%	-2.8	23.8	-4.7%	-4.2%	-9.0%	0.9	i	0.8	-2.6%	0.4%

Sorted by formula weight (highest first): some entries from above
SMILES	SIAH1 antagonists	WT yeast gro inh	WT yeast gro inh mutant strain	PhoP inhibition	human PMI inhibitors	human PMI inhibition	TNAP activation fold	Myeloid diff MLP	Myeloid diff MLP GFP+ MAC1+ %	XIAP antagonists	RSV antiviral HEp-2
COc1ccc(-c2[nH]ncc2CN(C)Cc2nonc2C)c(OC)c1	11.8%	1.5	-0.2	6.0%	-2.0%	7.8%	1	i	0.3	-2.0%	0.3%
O=C(CSc1nnc(-c2ccc(O)cc2)o1)N1CCOCC1	-5.4%	13.3	1.5	2.1%	-15.9%	-6.4%	1	i	0.9	-4.4%	0.5%
COc1cccc(C(=O)Nc2ccc3[nH]c(=O)[nH]c3c2)c1OC	0.6%	.	.	-4.7%	.	.	.	i	1.3	.	-2.2%
N#Cc1cc2cc3c(cc2nc1N1CCOCC1)OCO3	0.1%	-2.0	-1.6	3.3%	-110.9%	-71.8%	1.2	i	1.1	0.1%	7.9%

Later entries:
SMILES	SIAH1 antagonists	WT yeast gro inh	WT yeast gro inh mutant strain	PhoP inhibition	human PMI inhibitors	human PMI inhibition	TNAP activation fold	Myeloid diff MLP	Myeloid diff MLP GFP+ MAC1+ %	XIAP antagonists	RSV antiviral HEp-2
CC(NC(=O)Cc1ccccc1)c1ccccc1 (stereo unspecified)	-6.5%	.	.	-4.5%	.	.	.	i	0.3	.	1.2%
CCCC1NC(=O)NC(C)=C1C(=O)OCC (stereo unspecified)	3.8%	2.2	4.3	-2.2%	-8.7%	-5.2%	0.9	i	0.4	-6.2%	1.7%
CCc1ccc(OCCCC(=O)Nc2cccc(C(=O)O)c2)cc1	-0.9%	.	.	-1.6%	.	.	.	i	0.3	.	1.6%
O=C(C1=C(O)C(=O)N(CC2CCCO2)C1c1ccccc1F)c1ccco1 (stereo unspecified)	4.9%	.	.	-3.3%	.	.	.	i	2.6	.	0.4%
O=C(Nc1ccc(S(=O)(=O)NCc2ccccc2)cc1)c1ccc(Br)o1	7.1%	-3.7	-1.1	-5.7%	6.3%	4.7%	1.1	i	0.9	-4.5%	11.2%
Cc1ccsc1/C=N/NC(=O)c1sccc1C	2.0%	-16.6	-6.9	2.4%	-2.3%	-4.3%	1.2	i	0.9	-3.9%	2.1%
CN(C)C(=O)COC(=O)c1ccccc1NC(=O)c1ccco1	19.3%	3.6	-8.7	-1.8%	8.4%	-3.8%	1.1	+	17.3*	-1.7%	4.8%
COC(=O)c1cc(NC(=O)c2ccc(F)cc2)cc(C(=O)OC)c1	1.1%	-4.7	-1.2	0.2%	13.3%	13.0%	1	i	1.2	12.7%	0.3%
Cc1cc(/C=N/n2cnnc2)c(C)n1-c1ccccc1	1.4%	-14.6	7.5	7.3%	-2.3%	-4.1%	1	i	1.1	-5.1%	-1.4%
CCOc1nc2ccccc2cc1/C=C/C(=O)O	-0.9%	-7.8	-23.7	9.1%	-6.5%	-19.1%	1.1	i	0.5	-6.4%	0.9%
COc1ccc(C(=O)Cn2ccsc2=NC(C)=O)cc1	1.5%	-7.0	-22.1	11.0%	-7.3%	-20.5%	1	i	0.7	-5.7%	0.6%
COc1ccc(NS(=O)(=O)c2ccc(N3CC(O)=C(c4ccccc4)C3=N)cc2)cc1	-4.6%	.	.	-9.4%	.	.	.	i	0.3	.	0.3%
COc1cc(/C=C2\C(=O)N(c3ccc(NC(C)=O)cc3)N=C2c2ccccc2)ccc1O	2.8%	10.2	11.3	-10.0%	27.9%	9.6%	0.5	i	0.3	-16.7%	20.8%
CCNc1ccc(S(=O)(=O)NCCN(C)C)cc1[N+](=O)[O-]	2.1%	-2.2	6.7	1.9%	3.3%	6.8%	1	i	0.2	-6.3%	-0.8%
COc1ccc(C2NC(=O)C(C)S2)cc1 (stereo unspecified)	3.6%	.	.	-2.1%	-11.9%	-8.4%	1.1	i	0.8	1.8%	1.2%
